# Pf Dd2 inh = qHTS Primary assay for Inhibitors of Plasmodium falciparum Dd2 growth in vitro; P. falciparum Dd2 growth, SYBR Green, 72 h; 120,000 compounds, 4.3% hits; Potency, µM (titrated, usually from 28.9 µM), without a hit: at the highest dose activity, negative = inhibition, usual class: inhibitors; active = well fitted inhibition curve with a large enough effect; inconclusive = small, poorly fitted or top-dose-only effect; inactive = no such curve, though single readings can be large or run the other way;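 also: plate controls were DMSO vehicle for no effect and reference drug for full effect; nearly all actives have a fitted effect of over 65% in size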
#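 Infected erythrocytes (Dd2, 0.3% parasitemia, 2.5% hematocrit final) are added to compound in RPMI-1640/Albumax II medium, grown 72 h at 37C in low oxygen, then lysed with saponin/Triton-X containing SYBR Green and read by fluorescence.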
# Active calls of the source: *; i = inactive; ? = inconclusive; [ ] = dose if it differs, or a comment. Potency is read from the fitted curve at half-maximal effect. A portion of the library (hit frequency here may not be typical).
No.	SMILES	Pf Dd2 inh
1	CN1C(=O)CC(C(=O)O)C12CCN(Cc1cccc(-c3ccccc3)c1)CC2 (stereo not given)	-16%
2	CCOC(=O)c1noc2ncnc(N(CCC(=O)OC)c3ccccc3)c12	28%
3	CCN(CC)c1cc(C)c2cc(NC(=O)c3ccc(F)cc3Cl)ccc2n1	i
4	COc1ccc(C(=O)NCCc2sc(-c3cccc(F)c3)nc2C)cc1	i
5	Cc1ccc(CNC(=O)CCCCCn2c(=O)c3sccc3n(CC(=O)C(C)(C)C)c2=O)cc1	-14%
6	COc1cccc2c1OCC(C(=O)N1CCC(NS(C)(=O)=O)CC1)C2 (stereo not given)	4%
7	COc1ccc(-c2cc(C(=O)NCc3cccnc3)c3c(c2)N(C)CCO3)cc1OC	i
8	CC[C@H]1CN(S(=O)(=O)c2ccc(OC)cc2)CC[C@H]1CC(=O)NCCOC	5%[44.1 µM]
9	CN1[C@@H](CCC(=O)N2CCN(c3ccccc3)CC2)CNC(=O)[C@@H]2[C@H]1CCN2Cc1csnn1	20%
10	O=C(Nc1ccc(S(=O)(=O)N2CCCCC2c2cccnc2)cc1)c1ccc(Br)cc1 (stereo not given)	?
11	COc1ccc(C(=O)Nc2ccc3c(c2)CN(CCc2ccccc2)C(=O)C(C)O3)cc1OC (stereo not given)	?
12	Cc1cc(C)n(C(C)CC(=O)Nc2ccc(C)c(F)c2)n1 (stereo not given)	?
13	COC(=O)c1c(NC(C)=O)c2cc(NC3CCCC(C)(C)C3)cnc2n1CC1CCCO1 (stereo not given)	-5%
14	COc1cc(-c2ccnc3nc(C(C)C)nn23)cc(OC)c1OC	-22%
15	CN(Cc1ccc2nsnc2c1)C(=O)c1ccc(CCC(C)(C)O)cc1	5%
16	COc1ccccc1CC(=O)NCc1nnc2cc(-c3nc(C)no3)ccn12	i
17	CCOC(=O)c1sc2ccccc2c1S(=O)(=O)Nc1ccc(N(C)C)cc1	-11%
18	COc1ccccc1NC(=O)c1sc2nc(C)c(C(=O)Nc3ccc(C)cc3C)c(-c3ccccc3Cl)c2c1N	5.6µM*
19	CN(Cc1cccnc1)C(=O)c1c(OCC2CC2)cc(=O)n2c1CCCCC2	28%
20	CCOC(=O)C1CCN(C(=O)c2ccc(-n3ccc4ccccc43)s2)CC1	-14%
21	Cc1cccc(NC(=O)Nc2ccc(C)n(CC(=O)O)c2=O)c1	1%
22	Cn1c(=O)n(-c2ccc3c(c2)OCO3)c2nc(-c3ccccc3)nc(C(N)=O)c21	19%
23	CCc1ccc(C(=O)N2CCC(Oc3nccnc3N(C)C)C2)cc1 (stereo not given)	?
24	Cc1ccc(-c2noc(CCCC(=O)N3CCc4nc5cc(-c6ccccc6)[nH]n5c(=O)c4C3)n2)cc1	15%[5.79 µM]
25	O=C(NCCc1ccc(Cl)cc1)c1ccc(CS(=O)Cc2ccccc2Cl)o1 (stereo not given)	24%
26	O=S(=O)(N[C@H]1CO[C@H]2[C@@H]1OC[C@@H]2Nc1nccc(-c2cccs2)n1)c1cccs1	i
27	COc1ccc(CN2CCCC(c3[nH]ccc3C(N)=O)C2)cc1Cn1ccnc1 (stereo not given)	-24%
28	Cc1c(Cl)cccc1NC(=O)CSc1nc(=O)n(CCN2CCOCC2)c2c1CCC2	1%
29	O=C1CCN(C(=O)[C@@H]2CCCN2S(=O)(=O)c2cccc3cccnc23)CCCCCCN1	i
30	CCOC(=O)c1cc(-c2ccc(F)cc2)n(CC(=O)NC2CCCCCC2)c1C	-12%
31	Cc1cc(C(=O)N2CC[C@H](NC(=O)c3snnc3C)C[C@H]2C(=O)N[C@@H](Cc2cccs2)C(N)=O)n(C)n1	-14%
32	O=C(c1ccc(Cl)cc1)N1CCN(c2cc(-c3ccc(Cl)cc3)[nH]n2)CC1	i
33	Cn1cc(-c2cc(=O)c3ccnc(-c4cccc5[nH]ccc45)c3o2)cn1	i
34	Cc1cccc(OCCc2noc(C3CCCN3C(=O)c3n[nH]c(=O)c4ccccc34)n2)c1 (stereo not given)	-3%
35	CCOC(=O)c1ccc(NC(=O)c2oc3ccc4c(c3c2C)C(=O)CC(C)(CC)O4)cc1 (stereo not given)	?
36	Cc1cc(-c2ccc(S(=O)(=O)Nc3ccc(Cl)cc3)cc2)on1	11%
37	CCc1cccc(NC(=O)CCc2c(C)nc3c(c2C)c(=O)n(C)c(=O)n3C)c1	-17%
38	COc1cc(Cl)c(C)cc1NC(=O)c1cnn(-c2ccc(F)cc2F)c1C1CCN(C(=O)OC(C)(C)C)CC1	?
39	O=C(Nc1cccc(C(F)(F)F)c1)N[C@H]1CO[C@H]2[C@@H]1OC[C@@H]2n1nnnc1-c1ccc2c(c1)OCO2	i
40	CC(C)c1ccc(NC(=O)CCCc2nc(-c3ccc(Cl)cc3)no2)cc1	-10%
41	CC1=C(C(=O)Nc2ccccc2)C(c2cccs2)n2nc(SCc3ccccc3)nc2N1 (stereo not given)	14%
42	O=S1(=O)c2ccccc2N(Cc2ccc(F)cc2)c2ccccc21	?
43	COCCNC(=O)C1COC2(CCN(C(=O)c3ccc(Cl)cc3)CC2)N1C(=O)c1ccccc1C (stereo not given)	?
44	Cc1nnc(-c2cc(-c3ccccc3Oc3ccccc3)ccn2)n1CCN1CCOCC1	0%
45	O=C(CC1Cc2ccccc2C1)N1CCN(CCO)CC(O)C1 (stereo not given)	-1%
46	COc1cccc(N2CCN(C(=O)c3ccc(NC(=O)c4nsc5ccccc45)cc3)CC2)c1	?
47	COCC(=O)N1CCC(Oc2ccccc2C(=O)N2C[C@H]3CC[C@H]2C3)CC1	-11%
48	CC(=O)N1CCC(Cc2noc(-c3ccc(F)cc3)n2)C1 (stereo not given)	?
49	COc1ccc(-c2nc(C)c(CCNC(=O)C(=O)Nc3c(C)cccc3C)s2)cc1OC	-4%
50	COc1ncccc1-c1cc2c(ccn2CC2CCN([S+](C)(=O)[O-])CC2)c(N2CCOCC2)n1	i

# (cont.)
No.	SMILES	Pf Dd2 inh
51	CCOC(=O)c1noc2ncnc(Nc3ccc(C)c(F)c3)c12	43%[activator]
52	CCOC(=O)CNC(=O)Nc1cc(C(=O)NCc2cccc(F)c2)ccc1N1CCCC1	i
53	CC(C)N1CCC(CC(=O)N2CCCC(c3ccc(C(=O)O)cc3)C2)CC1 (stereo not given)	1%
54	COC(=O)c1ccc(-c2nc3cc(NC(C)=O)ccc3o2)cc1	3%
55	COc1ccccc1NC(=O)CN1C(=O)c2ccccc2Sc2ccc(C(=O)N3CCCC3)cc21	?
56	COc1ccc(C(CC(=O)N(C)Cc2cnc3ccccn23)c2ccccc2)cc1 (stereo not given)	-12%
57	CCOC(=O)c1c(C)[nH]c(C)c1S(=O)(=O)NCC(=O)Nc1cccc(Cl)c1	-1%
58	COCCNC(=O)C[C@@H]1C[C@H]2O[C@H](CNC3CCCC3)[C@@H](O)[C@H]2O1	23%[44.1 µM]
59	Cn1nccc1CN1CC(Oc2ccc(F)cc2F)C1	7%[44.1 µM]
60	COc1ccc(CCNc2oc(COc3cccc(C)c3)nc2C#N)cc1OC	-21%
61	Cc1cc(C)cc(-c2nc(C3CC(=O)N(c4ccc(F)cc4)C3)no2)c1 (stereo not given)	10%
62	O=C(COc1cccc(-c2nnc3n2CCCC3)c1)N1CCN(c2ccccc2F)CC1	5µM*
63	Cc1ccc(NC(=O)CSc2nccn2C2CCCC2)cc1	88%[activator]
64	Cc1ccc(C)c(N2CCN(C(=O)c3cc(-c4ccncc4)cn3C)CC2)c1	-18%
65	CCC(C)Nc1nc2c(c(=O)[nH]c(=O)n2C)n1Cc1ccc(F)cc1 (stereo not given)	75%[activator]
66	c1cncc(-c2ccnc(NCCc3noc(C4CCCC4)n3)n2)c1	-20%
67	CCN(CC)C(=O)CCc1c(C)nn(-c2cccc(C)c2)c1Oc1ccccc1	-14%
68	CCOC(=O)c1cnc2ccc(OC)cc2c1NCCc1ccccc1	4µM*
69	N[C@@H]1CC[C@@H]1NC(=O)c1cnc(-c2cccnc2)nc1	-1%
70	C[C@]1(CO)[C@H]2Cc3sc(NC(=O)c4ccc(F)cc4)nc3[C@@H](CC(=O)NCc3cccnc3)[C@]2(C)CC[C@H]1O	?
71	CCN(CC)Cc1cnc2c(C(=O)NC3CCCNC3)cnn2c1 (stereo not given)	-1%
72	Cc1ccc(CNC(=O)Cc2coc3cc(C)cc(C)c23)cc1	?
73	Cc1cnc(C2CCOCC2)n1CC1CCN(C(=O)C2CC2)CC1	0%
74	COc1cccc(Nc2ncc(-c3ccc(OC)nc3)c3c2OCC3)c1	?
75	CCc1cccc(C)c1Nc1c(-c2ccc(SC)cc2)nc2sccn12	?
76	C[C@]1(CO)C2CC[C@@H](O)[C@@H](CC(=O)N3CCC[C@H]3CO)[C@]2(C)CC[C@H]1OC(=O)Nc1ccc(Cl)c(Cl)c1 (stereo not given in full)	-10%
77	COc1ncccc1-c1cc(C(=O)NCc2c(C)cc(C)[nH]c2=O)c2c(c1)N(C)CCO2	-2%[44.1 µM]
78	CCc1ccc(NC(=O)CSc2ccc3nnc(CCNS(=O)(=O)c4ccc(OC)cc4)n3n2)cc1	i
79	COc1ccc(NC(=O)c2sc3nc[nH]c(=O)c3c2C)cc1OC	25%
80	O=C(NCCc1ccccn1)C1CCC(=O)N(C2CCCCCC2)C1 (stereo not given)	1%
81	O=C([C@@H]1C[C@H](Oc2ccccc2)CN1C(=O)c1cccnc1)N1CCCC1	i
82	Cc1nn(CC(=O)NCc2ccc(OC(C)C)cc2)c(=O)c2c(C)n(-c3ccc(Cl)cc3)nc12	6%
83	Cc1cc(C(=O)NCc2cccc(Br)c2)c2c(C)nn(-c3ccccc3)c2n1	?
84	O=C1CCCN1CCCN1C(=O)[C@@H]2C[C@@H](O)CN2C2(CN(C3COC3)C2)C1=O	38%[44.1 µM]
85	O=C(C1CCCC1)N1CC2(CCCCN2CC2CC2)Cc2ccccc21 (stereo not given)	-17%
86	CCCC(C)c1nnc(NC(=O)Cc2ccc(OC)cc2OC)s1 (stereo not given)	-21%
87	CCCNC(=O)C(NC(=O)c1cccs1)C1CCN(C(=O)c2ccco2)CC1 (stereo not given)	-14%
88	COc1cc(O)ccc1CN1CCCC2(Cc3ccccc3CNC2=O)C1 (stereo not given)	-25%
89	CCCCc1ccc(NC(=O)c2ccc3c(c2)N(S(C)(=O)=O)CC3)cc1	i
90	COc1ccc(S(=O)(=O)N2CCC(CC(=O)NCc3ccccc3)C2)cc1 (stereo not given)	?
91	Cc1ccc(CNC(=O)C2CCN(S(=O)(=O)c3c(C)noc3/C=C/c3cccs3)CC2)cc1	-11%
92	CCOc1ccc(C(=O)N2C[C@@H](COC)[C@H](c3ccncc3)C2)cc1	i

# Of the compounds above, these have fluorine:
No.	SMILES	Pf Dd2 inh
3	CCN(CC)c1cc(C)c2cc(NC(=O)c3ccc(F)cc3Cl)ccc2n1	i
4	COc1ccc(C(=O)NCCc2sc(-c3cccc(F)c3)nc2C)cc1	i
12	Cc1cc(C)n(C(C)CC(=O)Nc2ccc(C)c(F)c2)n1 (stereo not given)	?
30	CCOC(=O)c1cc(-c2ccc(F)cc2)n(CC(=O)NC2CCCCCC2)c1C	-12%
38	COc1cc(Cl)c(C)cc1NC(=O)c1cnn(-c2ccc(F)cc2F)c1C1CCN(C(=O)OC(C)(C)C)CC1	?
39	O=C(Nc1cccc(C(F)(F)F)c1)N[C@H]1CO[C@H]2[C@@H]1OC[C@@H]2n1nnnc1-c1ccc2c(c1)OCO2	i
42	O=S1(=O)c2ccccc2N(Cc2ccc(F)cc2)c2ccccc21	?
48	CC(=O)N1CCC(Cc2noc(-c3ccc(F)cc3)n2)C1 (stereo not given)	?
51	CCOC(=O)c1noc2ncnc(Nc3ccc(C)c(F)c3)c12	43%[activator]
52	CCOC(=O)CNC(=O)Nc1cc(C(=O)NCc2cccc(F)c2)ccc1N1CCCC1	i
59	Cn1nccc1CN1CC(Oc2ccc(F)cc2F)C1	7%[44.1 µM]
61	Cc1cc(C)cc(-c2nc(C3CC(=O)N(c4ccc(F)cc4)C3)no2)c1 (stereo not given)	10%
62	O=C(COc1cccc(-c2nnc3n2CCCC3)c1)N1CCN(c2ccccc2F)CC1	5µM*
65	CCC(C)Nc1nc2c(c(=O)[nH]c(=O)n2C)n1Cc1ccc(F)cc1 (stereo not given)	75%[activator]
70	C[C@]1(CO)[C@H]2Cc3sc(NC(=O)c4ccc(F)cc4)nc3[C@@H](CC(=O)NCc3cccnc3)[C@]2(C)CC[C@H]1O	?

# Source: PubChem BioAssay
